OX1R antag-1 – OX1R (human) antagonism. O43613. OX1R-expressing cells, FRET antagonist read-out. inhibition, % at 6.6 µM. 330,000 compounds, 1.8% hits. AID 485270; in the data active = inhibition mostly above about 38%, no sharp cut-off; inactive = mostly below about 40%;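 note: 0% = agonist challenge alone and 100% = reference antagonist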
Target sequence (O43613 whole entry, looked up): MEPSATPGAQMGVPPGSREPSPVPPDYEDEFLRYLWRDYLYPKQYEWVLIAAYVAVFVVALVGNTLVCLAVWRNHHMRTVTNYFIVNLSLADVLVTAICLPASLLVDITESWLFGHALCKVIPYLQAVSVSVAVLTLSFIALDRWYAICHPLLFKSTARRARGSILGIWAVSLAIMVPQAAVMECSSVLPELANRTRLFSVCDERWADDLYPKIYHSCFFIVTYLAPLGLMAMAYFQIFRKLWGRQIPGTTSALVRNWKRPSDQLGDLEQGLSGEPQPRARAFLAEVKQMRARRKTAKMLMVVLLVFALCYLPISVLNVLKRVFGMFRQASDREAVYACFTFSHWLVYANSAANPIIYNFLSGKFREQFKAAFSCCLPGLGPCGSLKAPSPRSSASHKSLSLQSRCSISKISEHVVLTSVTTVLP
OX1R antag-2 – antagonists of human orexin 1 receptor. CHO/OX1R cells, Fluo-8 calcium fluorescence, orexin A. inhibition, % at 5 µM. 330,000 compounds, 0.43% hits. AID 434989;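 active = inhibition above its plate's threshold, mean inhibition of all tested compounds on the plate plus 3 SD, cut at about 37% in these data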;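 note: 0% = orexin A challenge wells and 100% = SB-334867-A antagonist wells; not every result past the cut was called active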
The depositor's hits bear a star.

SMILES	OX1R antag-1	OX1R antag-2
Cc1ccc(Cl)cc1NC(=O)N[C@@H](CC(C)C)C(=O)O	2.0	-8.7
COc1ccc(OCC(=O)Nc2ccc3c(c2)OCO3)cc1	12.7	-5.3
CCOc1ccc(S(=O)(=O)N(CC(=O)Nc2cccnc2)c2ccc(F)cc2)cc1	12.1	-25.8
CCOC(=O)c1ccc(N=c2sc(C(=O)OC)cc(=O)n2-c2ccc(C(=O)OCC)cc2)cc1	10.9	-16.3
COc1ccc(/C=N/OCC(=O)NCc2cccs2)c(OC)c1	14.9	-31.6
CCN1N=C(C)C=C(c2ccccc2)n2c1nc1ccccc12	17.2	-26.1
CCCCN(C(=O)c1cc(CC)c(C)s1)c1c(N)n(CC(C)C)c(=O)[nH]c1=O	13.7	-17.2
Cc1cccc(C)c1-n1c(C)nn(CC#N)c1=O	12.4	-5.2
CCC(=O)Nc1ccc2c(c1)C(=O)c1ccccc1C2=O	37.0*	-11.0
COc1ccc(NC(=O)c2c(NC(=O)CNCc3ccco3)sc3c2CCC3)cc1	22.4	-8.4
O=C(NCCC(=O)N1CCN(c2ccccn2)CC1)c1ccc([N+](=O)[O-])cc1	34.7*	-5.0
CCCCN(C(=O)CCCSc1nc2ccccc2[nH]1)c1c(N)n(Cc2ccccc2)c(=O)[nH]c1=O	14.4	-5.8
Cc1ccccc1C(=O)N/N=C/c1ccncc1	0.7	7.3
O=C(OCC(=O)N(CCc1ccccc1)Cc1ccccc1)c1ccccc1[N+](=O)[O-]	26.1	-1.2
Cn1c(=O)n(C)c2cc(NS(=O)(=O)c3ccc(C(C)(C)C)cc3)ccc21	44.0	-2.3
CCOC(=O)c1c(C)c(C(=O)NCC2CCCO2)c(C)n1CC (stereo unspecified)	11.0	-2.5
Cc1ccc(NC(=O)C2CC(O)CN2C(=O)OCc2ccccc2)c(C)c1 (stereo unspecified)	11.1	-17.6
CCc1[nH]c(=O)[nH]c1C(C)S(=O)(=O)c1ccc(C)cc1 (stereo unspecified)	8.0	1.4
O=C(NCCc1ccccc1)C1CCCN(S(=O)(=O)c2cccs2)C1 (stereo unspecified)	6.1	-24.2
COc1cc(/C=C/c2[nH]c(=O)[nH]c(=O)c2[N+](=O)[O-])ccc1OCCC(C)C	12.1	-21.6

Entries of single compounds from above. Values in the order: OX1R antag-1 | OX1R antag-2
COc1ccc(/C=N/OCC(=O)NCc2cccs2)c(OC)c1 across the screens: 14.9 | -31.6
Cc1ccc(Cl)cc1NC(=O)N[C@@H](CC(C)C)C(=O)O across the screens: 2.0 | -8.7

The list goes on:
SMILES	OX1R antag-1	OX1R antag-2
COc1cccc2c1OCC1COc3c(c(=O)n(C)c(=O)n3C)C21 (stereo unspecified)	5.2	-18.6
Cc1ccc(OCc2nnc(SCC(=O)NC3CCCCC3)n2C)cc1	19.0	-33.8
O=C(NCc1ccccc1C(F)(F)F)c1cccc2c1C(=O)c1ccc(N3CCCCC3)cc1S2(=O)=O	0.0	42.1
COC(=O)C(Cc1ccccc1)NS(=O)(=O)c1ccc(F)cc1Br (stereo unspecified)	10.8	-5.4
O=C(CSc1nc(-c2ccccc2)cc(=O)[nH]1)NCc1ccc2c(c1)OCO2	5.2	-4.4
Cc1ccc(C)c(C(=O)CSc2nnc(C)s2)c1	13.1	-15.0
CCCn1c(=NC(C)=O)c(C(=O)OCC)cc2c(=O)n3ccccc3nc21	26.9	-5.1
COc1cccc(-c2ccc(NC(=O)C3CCCN(Cc4cnc(C)s4)C3)cc2)c1 (stereo unspecified)	26.1	-19.9
CS(=O)(=O)N(CC(=O)NCCSCc1ccccc1)c1ccccc1F	-6.7	-7.9
CC12CCC(C(=O)Nc3ccc(Cl)cc3)([C@H](Br)C1=O)C2(C)C (stereo partly specified)	3.6	-32.2
COc1cccc(C(=O)NCC(=O)N/N=C/c2ccc3c(c2)OCO3)c1	17.0	-19.2
Cc1nn(C(C)(C)C)c(C)c1/C=N/OC(=O)Nc1ccc(Cl)cc1	11.5	16.0
COc1cc(C(=O)NCC2(c3ccccc3)CCCC2)ccc1OC(C)C	23.3	-26.5
O=C(COC(=O)c1ccc(Cl)nc1)NC(=O)c1ccccc1	14.1	-7.8
COc1ccc(-c2ccc(-c3nc4c(c(=O)[nH]c(=O)n4Cc4ccccc4)n3C)o2)c([N+](=O)[O-])c1	4.8	-15.7
CC(=O)Nc1ccc(NC(=O)C(C)OC(=O)CSc2ccc(Br)cc2C)cc1 (stereo unspecified)	12.1	-24.3
O=[N+]([O-])c1cnc(N2CCCCC2)c([N+](=O)[O-])c1	39.4	11.0
COc1cccc(NC(=O)CN2C(=O)CSc3nc(C)cc(C)c32)c1	5.9	-27.0
Cc1nn(C(C)C(=O)NCCN2CCCC2)c(=O)c2c1sc1ccccc12 (stereo unspecified)	12.1	-17.8
COc1cc2c(cc1NC(=O)c1cc(-c3ccncc3)nc3ccc(C)cc13)oc1ccccc12	9.8	-38.3

Grouped by structure, the compounds so far containing four or more nitrogen atoms
SMILES	OX1R antag-1	OX1R antag-2
CCN1N=C(C)C=C(c2ccccc2)n2c1nc1ccccc12	17.2	-26.1
CCCCN(C(=O)c1cc(CC)c(C)s1)c1c(N)n(CC(C)C)c(=O)[nH]c1=O	13.7	-17.2
Cc1cccc(C)c1-n1c(C)nn(CC#N)c1=O	12.4	-5.2
O=C(NCCC(=O)N1CCN(c2ccccn2)CC1)c1ccc([N+](=O)[O-])cc1	34.7*	-5.0
CCCCN(C(=O)CCCSc1nc2ccccc2[nH]1)c1c(N)n(Cc2ccccc2)c(=O)[nH]c1=O	14.4	-5.8
Cc1ccc(OCc2nnc(SCC(=O)NC3CCCCC3)n2C)cc1	19.0	-33.8
CCCn1c(=NC(C)=O)c(C(=O)OCC)cc2c(=O)n3ccccc3nc21	26.9	-5.1
Cc1nn(C(C)(C)C)c(C)c1/C=N/OC(=O)Nc1ccc(Cl)cc1	11.5	16.0
COc1ccc(-c2ccc(-c3nc4c(c(=O)[nH]c(=O)n4Cc4ccccc4)n3C)o2)c([N+](=O)[O-])c1	4.8	-15.7
O=[N+]([O-])c1cnc(N2CCCCC2)c([N+](=O)[O-])c1	39.4	11.0
Cc1nn(C(C)C(=O)NCCN2CCCC2)c(=O)c2c1sc1ccccc12 (stereo unspecified)	12.1	-17.8

The listing continues.
SMILES	OX1R antag-1	OX1R antag-2
CCC(C)(C)n1nnnc1C(c1ccc2ncccc2c1)N1CCCCCC1 (stereo unspecified)	21.4	-29.4
Cc1ccc(NC(=O)COC(=O)[C@@H]2CC(O)CN2S(=O)(=O)c2ccc3c(c2)OCCO3)cc1 (stereo partly specified)	2.2	-15.5
COC(=O)c1ccc2c(c1)NC(=O)c1ccccc1S2	4.2	-7.5
COC(=O)c1ccccc1NC(=O)[C@@H]1CCC(=O)N1C1OC(=O)c2c1ccc(OC)c2OC (stereo partly specified)	27.9	-19.4
Cc1cc(C)nc(/N=C(\N)Nc2ccc(C(C)C)cc2)n1	1.4	-0.5
Cc1cc(C(=O)NNCc2ccccc2)no1	14.9	-2.0
O=C(c1cccs1)N1CCN(c2ncc(C(F)(F)F)cc2Cl)CC1	12.5	-17.8
Cc1ccc(C(C(=O)NC2CCCC2)N(C(=O)Cc2cccs2)c2ccc(C)c(C)c2)o1 (stereo unspecified)	52.5*	13.2
COCCOC(=O)C1=C(C)NC2=C(C(=O)CCC2)C1c1ccc(N(C)C)cc1 (stereo unspecified)	8.6	-11.8
CC(=O)c1ccc(N2CCN(S(=O)(=O)c3ccccc3)CC2)c(F)c1	12.1	-3.7
O=C(/C=C/c1ccc(Br)o1)NCCCN1CCOCC1	14.8	-3.1
COc1cc(NC(=O)Cc2c(C(=O)O)n(C)c3ccccc23)cc(OC)c1OC	25.2	-3.7
Cc1ccc(Oc2ncccc2C(=O)NC2CCSC2=O)cc1 (stereo unspecified)	15.9	-9.1
Cc1ccc(NC(=O)Cn2cccc2)cc1Cl	7.5	-1.4
O=C(Nc1ccccn1)C1CCN(S(=O)(=O)c2ccccc2)CC1	6.7	-7.9
COc1ccc(CNC(=O)CCCn2nc(C)c3c(C)n(-c4ccc(C)cc4)nc3c2=O)cc1	11.5	-37.9
C=CCn1c(SCC(=O)Nc2cccnc2Cl)nnc1-c1ccc(C(C)(C)C)cc1	7.0	-11.7
CC(/C=N/NC(=O)c1cccc(F)c1)=C\c1ccccc1	15.3	-8.8
CCN(Cc1ccccc1)C(=O)c1oc2ccc(C)cc2c1C	12.3	-31.9
C=CCn1c(C)cc(C(=O)CSc2nc3ccccc3c(=O)[nH]2)c1C	61.1*	55.1*

Next part (four carried over from the part before).
SMILES	OX1R antag-1	OX1R antag-2
C=CCn1c(SCC(=O)Nc2cccnc2Cl)nnc1-c1ccc(C(C)(C)C)cc1	7.0	-11.7
CC(/C=N/NC(=O)c1cccc(F)c1)=C\c1ccccc1	15.3	-8.8
CCN(Cc1ccccc1)C(=O)c1oc2ccc(C)cc2c1C	12.3	-31.9
C=CCn1c(C)cc(C(=O)CSc2nc3ccccc3c(=O)[nH]2)c1C	61.1*	55.1*
CSc1ccccc1OCc1cc(C(=O)NCCn2nc(C)cc2C)no1	24.1	-8.4
CCOc1cccc(C=NCCc2ccc(OC)c(OC)c2)c1O	-10.9	-24.9
Cc1cccc(C)c1OCC(=O)Nc1ccc(S(=O)(=O)Nc2ccccn2)cc1	7.9	-6.0
O=C(COC(=O)c1ccccc1Br)NC1CCCCCCC1	21.8	-16.6
COc1ccc2cc[nH]c2c1	7.3	-2.5
O=C(Cn1nc(-c2ccccc2Cl)ccc1=O)Nc1ccc(Br)cc1	15.7	-9.4
O=C(CCCn1c(SCc2cccc([N+](=O)[O-])c2)nc2ccccc2c1=O)NCC1CCCO1 (stereo unspecified)	19.1	-25.4
OCCNCc1ccc(-c2ccccc2)cc1	19.3	-11.3
CC(C)OC(=O)c1ccc(NC(=O)c2ccccc2)cc1	9.0	1.1
O=C(Nc1cccnc1)c1cc(-c2ccc(Cl)cc2Cl)on1	13.2	-11.9
COc1cccc(CC(=O)OCC(=O)NC2(C#N)CCCC2)c1	-1.6	9.6
O=[N+]([O-])c1ccc(Cl)c(/C=N/n2c(COc3ccccc3)n[nH]c2=S)c1	20.3	22.7
COc1ccc(NS(=O)(=O)c2cccc(NC(=O)COc3ccccc3[N+](=O)[O-])c2)cc1	19.2	50.8*
CCN(CC(=O)Nc1c(F)cccc1F)C(=O)CCCc1cccs1	-1.7	-7.5
O=C(c1ccc2c(=O)n(Cc3ccc(Cl)cc3)c(=S)[nH]c2c1)N1CCCC1	9.5	-2.0
CSC(C1CCCC1)n1nnc2ccccc21 (stereo unspecified)	29.0	-17.4
O=C(NCCSc1ncc(-c2ccccc2)[nH]1)c1ccco1	33.1	3.1
O=C(/C=C/c1ccco1)Nc1ccc(S(=O)(=O)N2CCOCC2)cc1	8.7	-11.4
Cc1cc(C)n2c(SCc3ccc(C#N)cc3)nnc2n1	6.9	-5.7
Cn1c(=O)c(NCCc2ccccc2)c2c3c(cccc31)C(=O)c1ccccc1-2	75.8	108.4*
CCN(C(=O)CN1CCCCC1)c1c(N)n(Cc2ccccc2)c(=O)[nH]c1=O	6.0	-5.0
COC(=O)NNC(=S)Nc1ccc(Br)cc1	-5.8	6.7
CC(=O)Nc1ccc(C(=O)OCC(=O)c2ccc(C)c([N+](=O)[O-])c2)cc1	46.1	6.4
Cc1cc(-c2nnc(CCC(=O)NCCc3ccccc3F)o2)no1	23.3	-9.4
CCOC(=O)N1CCN(C(=O)c2oc3ccc(S(=O)(=O)N4CC(C)CC(C)C4)cc3c2C)CC1 (stereo unspecified)	4.9	-38.5
[O-]C1=N/[N+](=C/c2ccc(Cl)c(Cl)c2)CC1	9.7	3.5
S=c1[nH]nc(Cc2ccc(Cl)cc2)o1	5.7	5.1
CCOc1ccc(S(=O)(=O)N2CCC(C(=O)N3CCc4ccccc4C3)CC2)cc1	10.6	-37.6
Cc1c(C)c2ccc(OCC(=O)N(C)C)c(C)c2oc1=O	9.4	-16.7
Cc1cc(NC(=O)CSc2nnc(-c3ccco3)n2N)no1	9.6	-5.8
CCOC(=O)c1sc2nc(CC(=O)OC)nc(N3CCN(c4ccccn4)CC3)c2c1C	22.4	-27.4
COCc1c(C(=O)N2CCN(c3ncccn3)CC2)oc2ccccc12	4.1	-11.5
CC(C)[C@H](NC(=O)[C@@H]1Cc2ccccc2CN1)C(=O)Nc1ccc2c(c1)OCO2	19.0	-31.6
COc1ccc(C)cc1S(=O)(=O)N1CCN(c2ccccc2)CC1	-3.4	-18.5
C#Cc1ccc2c(c1)COc1c3ccccc3nn1-2	84.4*	-25.5

Rows were taken by chance; about 2.1% have a hit in one of these screens.
